hK5 inh: blocks human kallikrein 5 protease activity | Q9Y337 | actives 0.59% (n = 210,000) | inhibition, % at 5 µM | recombinant hK5, fluorogenic AMC substrate cleavage;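 active = inhibition of 40% or more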;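 note: 0% = enzyme controls without compound and 100% = no-enzyme blanks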
EBV gp42 block: inhibitors of Epstein-Barr virus glycoprotein 42; Q1HVG2; Fluorescence polarization binding assay, mP read-out; inhibition, % (tested at 21.74 µM); actives 0.42% (n = 220,000); AID 1085; in the data active = inhibition above about 50%
thrombin 1536: blocks human thrombin protease activity; actives 0.26% (n = 220,000); alpha-thrombin, Boc-VPR-AMC fluorogenic substrate cleavage; AID 1046; P00734; inhibition, % at 5 µM;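 active = inhibition at or above 40%; inactive = inhibition below 40%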;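 note: 0% = enzyme with no compound and 100% = wells without enzyme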
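signal = AMC fluorescence, 355/460 nm | material = human alpha-thrombin enzyme | control set = enzyme without compound as high, wells lacking enzyme as low | times = reaction at room temperature | read-out basis = percent inhibition scaled between no-compound controls and no-enzyme blanks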
KCC2 mod: modulators of human KCC2 chloride dependent transport | Q9H2X9 | KCC2 cells, thallium flux FluoZin-2 fluorescence | B-score of Tl+ flux slope (higher = more flux/activation; lower = inhibition) at 10 µM | actives 2.2% (n = 190,000) | AID 1456;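 active = thallium flux slope and its plate-corrected score both differing from the plate sample mean at a set confidence after two filtering rounds, in either direction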;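 note: slope of fluorescence scaled to starting intensity during 10 to 20 s after thallium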
Furin inh: human furin inhibition; P09958; purified furin, fluorogenic substrate cleavage; inhibition, % at 30 µM; actives 0.061% (n = 220,000); AID 463115; in the data active = inhibition above about 25%; note: inactives centre near -15
14-3-3 Bad PPI: disrupts binding of bovine 14-3-3 zeta to phospho-Bad peptide | P63103 | TR-FRET 14-3-3zeta/Dy647-pBad peptide displacement, 1 h | inhibition, % at 21.7 µM | actives 0.71% (n = 220,000) | AID 781;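 active = inhibition above about 70%, limit read from the data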;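 note: 0% = full 14-3-3 plus peptide FRET controls and 100% = background without 14-3-3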
Target sequence (P63103 whole entry, looked up): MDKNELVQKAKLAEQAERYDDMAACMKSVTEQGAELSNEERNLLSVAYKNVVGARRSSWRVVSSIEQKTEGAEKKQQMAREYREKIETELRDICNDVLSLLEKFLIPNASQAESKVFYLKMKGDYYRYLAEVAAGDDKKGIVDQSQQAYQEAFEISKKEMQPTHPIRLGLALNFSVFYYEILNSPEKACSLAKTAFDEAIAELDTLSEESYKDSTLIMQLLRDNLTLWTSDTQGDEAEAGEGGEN
p47phox inh: p47phox (human) inhibition; P14598; p47phox/p22phox peptide binding, fluorescence polarization, 2 h; inhibition, % at 24.7 µM; actives 0.53% (n = 220,000); AID 1274;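 note: 0% = p47phox with labelled peptide and 100% = labelled peptide alone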
Target sequence (P14598 whole entry, looked up): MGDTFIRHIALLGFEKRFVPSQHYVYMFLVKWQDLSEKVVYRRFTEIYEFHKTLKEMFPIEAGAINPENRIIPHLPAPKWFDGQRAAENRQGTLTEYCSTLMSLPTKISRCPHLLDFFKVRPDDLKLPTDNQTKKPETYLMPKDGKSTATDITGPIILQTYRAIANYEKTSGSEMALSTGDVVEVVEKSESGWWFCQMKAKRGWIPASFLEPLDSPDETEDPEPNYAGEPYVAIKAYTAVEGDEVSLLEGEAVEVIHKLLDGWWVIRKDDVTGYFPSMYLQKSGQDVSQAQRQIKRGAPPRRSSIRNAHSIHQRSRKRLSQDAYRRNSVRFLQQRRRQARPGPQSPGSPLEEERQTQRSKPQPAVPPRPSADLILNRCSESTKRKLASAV
eIF4E 4G PPI: eIF4E/eIF4G interaction inhibition in translation initiation; P63073+Q04637; AID 782; actives 0.37% (n = 220,000); TR-FRET eIF4E-eIF4GI(517-606) binding, 2 h; inhibition, % at 21.7 µM;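 note: 0% = full FRET control wells and 100% = background wells lacking eIF4GI fragment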
Rad51 HR inh: Rad51 (human) homologous recombination inhibition; hRad51 DNA strand exchange, fluorescence dequenching; inhibition, % at 10 µM; AID 1385; actives 0.085% (n = 200,000);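 active = inhibition above 40% at the single screening dose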;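 note: 0% = DMSO control wells and 100% = blanks with heterologous ssDNA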
Target sequence (Q06609 whole entry, looked up): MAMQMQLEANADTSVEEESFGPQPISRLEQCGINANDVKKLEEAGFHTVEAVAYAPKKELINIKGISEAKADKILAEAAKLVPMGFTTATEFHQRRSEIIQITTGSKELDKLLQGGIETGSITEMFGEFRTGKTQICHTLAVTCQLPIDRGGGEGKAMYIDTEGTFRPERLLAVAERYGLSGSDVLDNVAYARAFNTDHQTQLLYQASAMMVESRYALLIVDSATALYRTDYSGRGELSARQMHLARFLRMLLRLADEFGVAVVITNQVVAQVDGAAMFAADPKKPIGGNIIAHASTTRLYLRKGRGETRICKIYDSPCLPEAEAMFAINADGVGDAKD
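material = hRad51 filaments on single-stranded DNA | reagent = Donor/quencher-labelled 47-bp dsDNA substrate | compound = 10 µM final, single point | schedule = strand-exchange reaction 15 min at room temperature | measured by = fluorescein emission 520 nm, excitation 485 nm | read-out basis = % inhibition versus plate control and blank means | benchmarks = plate controls and plate blanks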
An asterisk follows results filed as active; nt = no result given; [ ] = remark or other dose.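 Rule for the calls, unless noted: active = inhibition above about 30% (limit read from the data); inactive = the rest.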 Outcome played no part in choosing rows; any-hit rate near 4.7%.

SMILES	hK5 inh	EBV gp42 block	thrombin 1536	KCC2 mod	Furin inh	14-3-3 Bad PPI	p47phox inh	eIF4E 4G PPI	Rad51 HR inh
CCOc1ccc(NC(=O)COc2nsnc2N2CCOCC2)cc1	-21	9	-2	1.4	-17	-14	-6	0	1
Cc1cccc(N(C(=O)Cn2nnc(-c3ccc(F)cc3)n2)C(C(=O)NC(C)(C)C)c2ccncc2)c1 (centres undefined)	-3	-19	-7	0.048	-18	-1	5	0	-4
CCOC(=O)C1CCN(C(=O)Nc2ccc(C)c(Cl)c2)CC1	1	-9	-2	0.093	-16	-8	-12	5	7
O=C(Cn1nc(C(F)(F)F)c2c1CCC2)NC1CCCCC1	-3	-18	-1	-0.4	-14	-5[fluorescence artefact?]	-20	1[fluorescence artefact?]	5
N/C(=N\OC(=O)Cc1ccc(Cl)cc1)c1ccccn1	1	-1	-22	0.48	-14[20 µM]	2	-23	8	-2
O=C(NCc1ccccn1)c1ccc(CS(=O)(=O)Cc2ccc(Cl)cc2)o1	-1	-10	4	0.17	-22	-2	-10	8	-6
N/C(=N\OC(=O)Cc1ccccc1)c1ccccc1Cl	-3	4	0	nt	-22	-22	-3	14	9
CCOc1ccc(C2NC(=O)C(C#N)=C(S)N2c2ccc(C)cc2)cc1OC (centres undefined)	-17	-23	-1	nt	-7[20 µM]	33	-3	9	1
COc1ccc(S(=O)(=O)Nc2ccc3c(c2)OCO3)cc1C(=O)O	-2	-6	-14	nt	-1	9[fluorescence artefact?]	-14	-1[fluorescence artefact?]	3
COc1ccc(-n2ncc3c(Nc4cccc(C)c4)ncnc32)cc1	-25	-12	0	0.34	-22	18	6	2	13
CCOC(=O)C1CCCN(C(=O)c2ccco2)C1 (centres undefined)	-17	-9	0	0.005	-15[20 µM]	5	-9	1	-2
O=C(Nc1ccc2c(c1)OCCO2)c1ccc(Cl)c(S(=O)(=O)N2CCCCC2)c1	0	7	-2	-0.044	-4[20 µM]	2	-12	-1	-1
Cc1ccc(/C=C/C2=NN(Cc3ccccc3Cl)C(=O)CC2)cc1	-2	-9	5	0.31	0[20 µM]	-5	-22	3	5
COc1ccc(N2CC(O)=C(c3nc(-c4ccc(F)cc4)cs3)C2=N)cc1OC	1	7	-4	-0.47	-20	-10	-18	-4	3
COC(=O)C1CCN(C(=O)COC(=O)COc2ccc(C#N)cc2)CC1	-2	5	-3	-0.025	-17	-12	-3	0	8
Cc1ccc(CNC(=O)Nc2cccc(C)c2)cc1	1	0	-7	0.33	-4	5	9	-1	0
C/C(=N\OC(=O)c1ccccc1)c1cc(-c2ccc(Cl)cc2)no1	37	-7	-1	0.19	-16[20 µM]	24	-16	-5	2
CCOC(=O)c1c(NC(=O)c2ccno2)c2cc([N+](=O)[O-])ccc2n1C	23	-12	13	0.078	-6	4	-9	3	-8
Nn1c(Cc2cccc3ccccc23)n[nH]c1=S	-4	-23	1	-2.4	-16	-6	8	4	0
S=C(Nc1ccc(Cl)cc1Cl)NC1CCN(Cc2ccccc2)CC1	-9	8	-15	-3.7*	-15	4	-12	-3	-5
O=C(Nc1ccc2c(c1)CCC2)C1CCN(c2ncccn2)CC1	-17	-4	5	-0.025	-24	8	-7	2	-37
CC[n+]1ccccc1/C=C/c1ccc(N(C)C)cc1	4	-153	9	1	-13	-4	-177	15	9
C/C(Cc1ccccc1)=N\NC(=O)CNC(=O)c1cccc(Br)c1	-16	-8	10	-0.33	-4	-5	-1	-8[fluorescence artefact?]	-1
COC(=O)/C=C/c1ccc(OC(=O)OC)c(OC(=O)OC)c1	-6	-19	-1	0.48	-15	-9[fluorescence artefact?]	-12	10	5
C=CCN(CC=C)C(=O)C(=O)c1ccn(-c2c(C)csc2C(=O)OC)c1	18	-13	1	nt	-24	-7	-8	1	nt
O=C(NCc1ccccc1)c1csc(-c2cccnc2)n1	2	-14	2	-0.31	-23	-1	-1	-4	1
CC(=O)Oc1ccccc1C1C[C@]2(C)CC(=O)NC2N1C(C)=O (some centres undefined)	nt	2	-2	nt	-20	1	1	0	nt
O=S(=O)(c1cnccc1N1CCN(/N=C/c2ccc(Br)cc2)CC1)N1CCCCC1	1	-20	-2	nt	-15[20 µM]	-6	-6	5	1
Cc1c(N2C(=O)CS/C2=N\N=C\c2ccccc2O)c(=O)n(-c2ccccc2)n1C	-3	-11	3	0.14	-18[20 µM]	4	-10	1	0
Cc1ccc(NC(=O)C(=O)C2C(=O)Nc3ccccc32)cc1 (centres undefined)	8	-8	-1	3	-20	-3	-10	-3	14
COc1cc(OC)cc(N2C(=O)CSCC2=O)c1	6	-23	1	-0.11	-19	-1	-11	-4	12
COc1ccccc1C1/C(=C(/O)c2ccccc2)C(=O)C(=O)N1CC(C)O (centres undefined)	6	18	3	0.14	-15	-13	-3	2	-6
Cc1ccc2sc3ccc(NC(=O)c4ccccc4Cl)cc3c(=O)c2c1	-33	-9	-13	nt	-17[20 µM]	-22[fluorescence artefact?]	-18	-34[fluorescence artefact?]	1
COc1ccc(NC(=O)CCSc2ccc3ccccc3n2)cc1	-12	-9	-4	-0.21	-3	-19	0	11[fluorescence artefact?]	5
Cc1c(C(=S)Nc2ccccc2)cnn1-c1ccc([N+](=O)[O-])cc1	-9	2	-12	-0.089	-11	8	-2	1	-6
CC(C)/C(=N/Nc1ccccc1[N+](=O)[O-])c1ccccc1	0	6	-10	0.075	-16	4	5	-2	2
CC(=O)Nc1ccc(NC(=O)CSc2ccccn2)cc1	-4	-3	-1	0.34	-7	14[fluorescence artefact?]	0	2[fluorescence artefact?]	nt
COCCNC(=O)/C(C#N)=C/c1nc(N(C)C)n(-c2ccc(F)cc2)c1Cl	3	1	2	0.68	-1	-7	3	0	-2
COc1ccc([N+](=O)[O-])cc1NC(=O)c1cn(-c2ccc(Cl)cc2)c(=O)c2ccccc12	-16	-5	-10	-0.9	-17	-16	-10	-2	5
CCOCCCNC(=O)/C(C#N)=C/c1ccc(-c2ccc(S(=O)(=O)N3CCOCC3)cc2)o1	2	-7	1	-0.065	1	3	-12	3	-13
CCC(C(=O)Nc1nc(C)cs1)c1ccccc1 (centres undefined)	-6	-11	4	nt	-13[20 µM]	1	-12	3[fluorescence artefact?]	-5
CCOc1cc2c(cc1OCC)C(C(=O)O)C(c1ccc(OC)c(O)c1)N(C)C2=O (centres undefined)	2	-17	5	0.013	-25	0	-7	2[fluorescence artefact?]	9
Cc1cc2cc(CN(CC3CCCO3)C(=O)c3cnccn3)c(=O)[nH]c2cc1C (centres undefined)	-13	-18	2	0.7	-13[20 µM]	-8	-9	8	6
O=C(CN1CCN(c2ccccn2)CC1)N1c2ccccc2CCc2ccccc21	14	2	15	-1.7	-19[20 µM]	49[fluorescence artefact?]	-8	5[fluorescence artefact?]	3
O=C(Nc1cccc([N+](=O)[O-])c1)C1C2CC/C=C\CCC21 (centres undefined)	-2	-18	2	-0.072	-10	-3	138*	3	5
Cc1[nH]c2ccccc2c1CCN(Cc1cccnc1)C(=S)Nc1ccc(F)cc1	-1	0	-3	-0.88	-2	-12	-17	0	6
CCC1(CC)C(=O)C(C)(C)C(=O)OC1c1ccccn1 (centres undefined)	-6	-8	-5	nt	-9[20 µM]	-9[fluorescence artefact?]	-2	0	6
O=C(CSc1ncnc2c1nnn2-c1ccc(F)cc1)NCc1ccco1	-4	-14	4	0.0057	-20[20 µM]	-7	-12	-1	5
CCOC(=O)c1cc(-c2ccc(C)o2)nn1CCC#N	6	-12	-6	0.94	-13	1	-6	17	-3
CCOc1ccc(Br)cc1-c1noc(-c2cccs2)n1	48*	11	7	0.48	-8[20 µM]	-14	-7	2	9

Profiles, looked up by structure. Screens in order: hK5 inh, EBV gp42 block, thrombin 1536, KCC2 mod, Furin inh, 14-3-3 Bad PPI, p47phox inh, eIF4E 4G PPI, Rad51 HR inh
Shown for `Cc1c(C(=S)Nc2ccccc2)cnn1-c1ccc([N+](=O)[O-])cc1` → -9, 2, -12, -0.089, -11, 8, -2, 1, -6
Shown for `Cc1cccc(N(C(=O)Cn2nnc(-c3ccc(F)cc3)n2)C(C(=O)NC(C)(C)C)c2ccncc2)c1` (centres undefined) → -3, -19, -7, 0.048, -18, -1, 5, 0, -4
Shown for `COc1ccc([N+](=O)[O-])cc1NC(=O)c1cn(-c2ccc(Cl)cc2)c(=O)c2ccccc12` → -16, -5, -10, -0.9, -17, -16, -10, -2, 5
Shown for `CCOc1ccc(C2NC(=O)C(C#N)=C(S)N2c2ccc(C)cc2)cc1OC` (centres undefined) → -17, -23, -1, nt, -7[20 µM], 33, -3, 9, 1
Shown for `COC(=O)/C=C/c1ccc(OC(=O)OC)c(OC(=O)OC)c1` → -6, -19, -1, 0.48, -15, -9[fluorescence artefact?], -12, 10, 5

The results go on.
SMILES	hK5 inh	EBV gp42 block	thrombin 1536	KCC2 mod	Furin inh	14-3-3 Bad PPI	p47phox inh	eIF4E 4G PPI	Rad51 HR inh
CN(C)CCCCCNCCCNC(=O)/C=N\O	-7	-9	2	0.025	-29	7	-12	5[fluorescence artefact?]	8
C/C(=N\N=c1/scc(C)n1Cc1ccco1)c1cccc([N+](=O)[O-])c1	-9	10	-16	0.18	-12	2[fluorescence artefact?]	6	-2[fluorescence artefact?]	-9
O=S(=O)(N[C@@H]1C[C@H]2CC[C@@H]1C2)c1cccs1	1	2	8	nt	-18	-2	-6	3	-2
COc1ccc(Nc2nc(OC)nc(N3CCN(c4ccc(OC)cc4)CC3)n2)cc1	17	4	3	0.094	-14[20 µM]	9	-5	-3	-9
CC1(C)Oc2ccc3ccc(=O)oc3c2/C(=C/NCCO)C1=O	-7	-16	-5	0.37	-8	13[fluorescence artefact?]	-3	8	nt
O=C(N[C@@H](Cc1ccccc1)C(=O)O)c1cccnc1	-5	-12	-7	-0.19	-16	3	-5	-3	2
O=C(COC(=O)c1cc(-c2cccs2)nn1-c1ccccc1)Nc1cccc([N+](=O)[O-])c1	-19	-13	-3	-0.42	-19	1	-10	4	nt
O=C(Nc1ccccc1)Nc1ccc2ccccc2c1	-4	1	-1	0.33	-13	-5	-19	-1	13
Cc1ccc(N2C(=O)/C(=C\c3ccc(C(C)C)cc3)N=C2SC2CCOC2=O)cc1 (centres undefined)	-1	-9	-8	-0.28	-12	1	-14	-1	-3
Cc1cc([N+](=O)[O-])nn1CC(=O)N1c2ccccc2CC1C (centres undefined)	-19	-8	-2	-0.24	-26	-27	-7	3	7
O=C(O)CC(NC(=O)C12CC3CC(CC(C3)C1)C2)c1cc([N+](=O)[O-])ccc1Cl (centres undefined)	2	-14	-8	1.5	-9	-10	-6	7	10
COCc1c(C(=O)N/N=C/c2cccc3ccccc23)nnn1-c1nonc1N	0	-5	-3	1.2	-26	-6	-3	3	-5
CSc1ccc(NC(=O)N2CC=C(n3c(=O)[nH]c4ccccc43)CC2)cc1	-6	2	0	-1	-9	-4	-10	-1	nt
COc1c(C(=O)Nc2ccc(Cc3ccncc3)cc2)ccc2ccccc12	-9	4	-14	-2.9	-14	1[fluorescence artefact?]	-2	-4[fluorescence artefact?]	-3
O=c1c2ccccc2nc(/C=C/c2ccccc2)n1CCc1ccccc1	-7	-16	-9	0.58	-21	0	-15	2	-2
CCCCOc1ccccc1C1NC(=O)NC(C)=C1C(=O)OCCOCC (centres undefined)	-8	-1	1	-0.55	-25	4	-5	-2	13
O=C(N/N=C\c1cc(Br)c(Br)o1)C1COc2ccccc2O1 (centres undefined)	2	0	-1	nt	-2	-11	-4	4	-17
COc1ccc2cc(-c3cc(C(=O)OCC(=O)Nc4c(C)n(C)n(-c5ccccc5)c4=O)c4ccccc4n3)ccc2c1	-16	1	2	-0.73	-24	-12	-17	9	8

Bioassay records deposited in PubChem by several laboratories.
